# Screening results deposited in PubChem by Sanford-Burnham Center for Chemical Genomics.
# CXCR6 inh – CXCR6 receptor inhibitors, primary screen, cell-based, beta-arrestin, luminescence, CHO-K1 PathHunter, 1536-well; C-X-C chemokine receptor type 6 (Homo sapiens), O00574; inhibition, % at 20 µM; hit rate 0.36% among 360,000; in the data active = inhibition above about 34%, passing the limit was not always enough;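 also: antagonist mode with CXCL16 agonist at 10 nM final; 0% = 10 nM CXCL16 with DMSO and 100% = unstimulated wells without agonist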
# Target sequence (O00574 whole entry, looked up): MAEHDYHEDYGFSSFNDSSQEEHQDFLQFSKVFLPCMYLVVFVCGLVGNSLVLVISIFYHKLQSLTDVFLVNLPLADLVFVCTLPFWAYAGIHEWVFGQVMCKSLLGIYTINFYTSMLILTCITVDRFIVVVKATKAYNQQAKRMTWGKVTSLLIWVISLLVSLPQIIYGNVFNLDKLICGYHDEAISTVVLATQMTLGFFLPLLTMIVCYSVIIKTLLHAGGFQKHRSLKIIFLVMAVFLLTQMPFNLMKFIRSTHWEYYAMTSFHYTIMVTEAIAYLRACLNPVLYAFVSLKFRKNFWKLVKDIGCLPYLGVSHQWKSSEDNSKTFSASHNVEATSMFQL
# EBI2 antag – EBI2 receptor antagonists, beta-arrestin recruitment, primary screen, cell-based, luminescence, 7a,25-OHC stimulation, uHTS; G-protein coupled receptor 183 (Homo sapiens), P32249; 7a,25-OHC stimulated; inhibition, % at 5 µM; hit rate 0.81% among 360,000; AID 651636, 2012; in the data active = inhibition above about 38%;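 also: enzyme fragment complementation signal reports receptor beta-arrestin coupling in cells; 0% = agonist plus DMSO wells and 100% = wells without agonist; some results beyond the cut were filed as inactive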
# CCR6 antagonist – CCR6 receptor antagonists, primary screen, cell-based, CHO-K1, luminescence, beta-arrestin, uHTS; AID 493098, 2011; inhibition, % at 20 µM; CHO-K1 CCR6 PathHunter beta-arrestin, CCL20-stimulated; hit rate 0.49% among 340,000;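 active = compounds whose inhibition of the agonist-driven luminescence signal at 20 µM reaches about 50%, limit read from the data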;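 also: cells stimulated with CCL20 at 14 nM final; plate controls were DMSO with CCL20 for no effect and DMSO without agonist for full effect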
# APJ agonist – agonists of human apelin receptor APJ, primary screen, CHO-K1 cells, PathHunter beta-arrestin, luminescence; 0% DMSO wells, 100% apelin; activation, % at 20 µM; hit rate 0.11% among 330,000;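 active = activation more than six SD over the plate average, tested at 20 µM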;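 also: 0% = DMSO alone and 100% = apelin-13 at 10 nM; some results filed as inactive read as strong as hits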
# Target sequence (P35414 whole entry, looked up): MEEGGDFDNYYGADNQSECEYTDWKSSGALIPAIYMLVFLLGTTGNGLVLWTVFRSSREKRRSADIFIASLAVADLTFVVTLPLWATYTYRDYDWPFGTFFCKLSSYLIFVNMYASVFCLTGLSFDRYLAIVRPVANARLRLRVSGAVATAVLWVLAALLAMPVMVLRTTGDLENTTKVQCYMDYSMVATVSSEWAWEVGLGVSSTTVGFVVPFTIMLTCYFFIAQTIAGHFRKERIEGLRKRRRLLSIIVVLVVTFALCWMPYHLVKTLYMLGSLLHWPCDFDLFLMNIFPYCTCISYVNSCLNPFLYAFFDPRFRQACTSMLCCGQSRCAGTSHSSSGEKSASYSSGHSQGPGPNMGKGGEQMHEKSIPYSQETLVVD
#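 Material: CHO-K1 APJ beta-arrestin complementation cell line; Input: cell density 1000 per well; Incubation: compound stimulation 90 min at 25 °C, detection 60 min; Signal: luminescence from split beta-galactosidase complementation, Galacton Star/Emerald II substrate; Controls: DMSO-only wells as negative, 10 nM Apelin-13 as positive control.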
# Gli-Sufu block – Gli-Sufu pathway antagonists, primary screen, luciferase luminescence, Sufu-KO-LIGHT cells, uHTS; Sufu-KO-LIGHT fibroblasts, Gli luciferase reporter luminescence; inhibition, % at 5 µM; hit rate 0.74% among 340,000;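 active = inhibition above about 55%, limit read from the data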;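 also: 0% = DMSO-treated cells and 100% = wells with medium but no cells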
# UBC13 inh – UBC13 polyubiquitin chain formation inhibitors, primary screen, biochemical, TR-FRET, uHTS; AID 485273, 2010; hit rate 0.47% among 330,000; Ubiquitin-conjugating enzyme E2 N (Homo sapiens), P61088; inhibition, % at 20 µM; in the data active = inhibition above about 45%, passing the limit was not always enough
# ATG4B inhibitor – ATG4B protease inhibitors, primary screen, biochemical, fluorescence, uHTS; inhibition, % at 8.33 µM; Cysteine protease ATG4B (Homo sapiens), Q9Y4P1; hit rate 0.51% among 340,000; AID 504462, 2011; ATG4B cleavage of LC3-PLA2, NBD-HPC fluorescence, 1 h; in the data active = inhibition above about 40%
# Target sequence (Q9Y4P1 whole entry, looked up): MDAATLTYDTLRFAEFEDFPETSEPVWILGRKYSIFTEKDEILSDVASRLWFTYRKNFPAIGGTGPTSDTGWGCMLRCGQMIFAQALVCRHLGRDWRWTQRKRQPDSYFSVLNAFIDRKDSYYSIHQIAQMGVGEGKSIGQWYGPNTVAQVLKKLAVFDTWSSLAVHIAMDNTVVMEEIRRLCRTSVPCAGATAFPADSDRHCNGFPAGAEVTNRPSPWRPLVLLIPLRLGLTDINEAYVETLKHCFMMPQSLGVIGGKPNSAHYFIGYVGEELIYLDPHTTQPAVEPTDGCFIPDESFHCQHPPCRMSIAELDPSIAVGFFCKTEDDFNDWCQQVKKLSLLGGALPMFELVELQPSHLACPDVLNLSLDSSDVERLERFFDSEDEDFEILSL
# APJ antag – antagonists of human apelin receptor APJ, primary screen, CHO-K1 cells, beta-arrestin complementation, luminescence; P35414; inhibition, % at 20 µM; hit rate 0.32% among 330,000; AID 2521, 2010;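 active = inhibition above about 40% at 20 µM, limit read from the data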;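 also: cells challenged with 10 nM apelin-13 agonist together with compound; plate controls were apelin-13 plus DMSO wells for no effect and DMSO wells lacking apelin-13 for full effect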
# Active calls of the source: *; nt = not tested or not shown; & = joins results of further samples. Hits appear at their usual frequency. About 3% of those tested had a hit in this group.
SMILES,CXCR6 inh,EBI2 antag,CCR6 antagonist,APJ agonist,Gli-Sufu block,UBC13 inh,ATG4B inhibitor,APJ antag
COc1ccc(C(=O)NCCn2cc(SCC(=O)Nc3nnc(C)s3)c3ccccc32)cc1,-4,2,9,3,12,13,-4,-2
COc1ccc(N(C(=O)c2snc(C(N)=O)c2N)C(C(=O)NCc2ccccc2)c2ccc(F)cc2)c(OC)c1 (stereo unspecified),9,2,2,1,-16,17,13,4
CC(Oc1ccccc1Cl)C(=O)/C=C/N(C)C (stereo unspecified),1,-13,5,1,-4,-14,2,16
Cc1ccc(C(=O)OCC(=O)N(CC(C)C)c2c(N)n(Cc3ccccc3)c(=O)[nH]c2=O)cc1[N+](=O)[O-],6,-6,16,1,2,2,-9,11
O=C(COC(=O)Cc1c(F)cccc1Cl)NC(=O)c1ccccc1,-2,-4,-1,-2,2,2,11,4
COc1ccc2oc(-c3cccc(NC(=O)CSc4ccc(Cl)cc4)c3)nc2c1,-25,30,-9,-1,-72,12,4,-6
COc1ccc(C2Nc3ccccc3C(=O)N2c2ccc(C)cc2)cc1Cn1cc([N+](=O)[O-])cn1 (stereo unspecified),2,3,10,-2,-53,0,5,25
CSC1=N/C(=C\c2ccc3c(c2)OCO3)C(=O)S1,9,4,17,-3,1,-9,-1,15
CCCCNC(=O)COc1ccccc1[N+](=O)[O-],-6,0,14,0,-20,-3,-4,8
COc1cc(C2NCC(c3ccc(Cl)cc3Cl)c3c2[nH]c2ccccc32)cc(OC)c1OC (stereo unspecified),8,6,-1,-3,8,6,12,-14
CCc1nnc(NC(=O)CSc2nnc(-c3c[nH]c4ccccc34)n2CC)s1,-2,-9,8,-2,5,13,5,8
CC(C)CCNC(=O)Cn1c(NCCC(C)C)nc2c1c(=O)n(C)c(=O)n2C,nt,nt,-7,-1,4,2,1,-63
C=CCN(C(=O)Nc1ccc2oc(C)nc2c1)c1ccccc1,-8,-3,-10,-2,-11,-6,-5,-5
CC(=O)NC(CC(C)C)C(=O)NC(=O)NCc1ccccc1 (stereo unspecified),-6,-10,-14,-4,2,3,-1,-19
Cc1c(S(=O)(=O)N2CCOCC2)c(=O)n(C)c(=O)n1C,-3,-8,0,0,13,2,5,13
O=C(c1ccncc1)N1CCN(c2ccc3ccccc3n2)CC1,4,-5,-2,1,-8,4,4,15
CCOC(=O)CNC(=S)N(CCCN1CCN(C)CC1)Cc1cccs1,2,-6,0,-1,10,5,2,14
COc1cc(OC)cc(C(=O)N[C@H](C(=O)OCC(=O)NC(=O)c2cccn2C)C(C)C)c1,0,10,15,-4,-6,-6,5,18
CC(C)c1ccc(/C=N/N2CCN(c3ccccn3)CC2)cc1,0,10,20,3,-22,2,-7,1
CC(=O)Nc1nc(C)nc(C)c1C(C)=O,-4,-2,-14,2,-5,-8,-6,4
CCOc1ccc(S(=O)(=O)N2CCC(C(=O)OCc3cccc(OC)c3OC)CC2)cc1,5,11,9,-3,-2,-9,1,21
CCCCc1c(O)nc(SCC(=O)O)[nH]c1=O,-6,-3,-8,0,1,-4,6,-1
CCN(CC)C(=S)Oc1ccc(Cl)cc1Cl,0,14,11,-4,7,-7,-1,1
O=S(=O)(/N=C(/Nc1ccc(Cl)c(S(=O)(=O)Nc2ccccc2Cl)c1)c1ccc(F)cc1)c1ccccc1,1&6,-1&3,5&15,-6,-1&-7,-8,3&-6,15
COc1ccc(OC)c(NC(=O)C2CCN(c3ncccn3)CC2)c1,-7,-8,3,-4,-4,4,0,20
O=C(c1cc(-c2ccc(F)cc2)on1)N1CCCC1,0,1,9,-2,-110,7,7,7
CCOc1ccccc1-n1c(COc2ccc(C)cc2)nnc1SCC(N)=O,-6,-3,12,-1,8,-2,-9,7
CC(C)(C)N1CC(COc2ccccc2)OC1=O (stereo unspecified),2,4,-5,-2,-6,-5,-6,-5
O=[N+]([O-])c1cc([N+](=O)[O-])c(Oc2ccc(Cl)c3cccnc23)cc1NN1CCCCC1,3,38,-5,3,5,-19,-4,-2
COc1ccc(OCC(O)CN2CCCCC2)cc1 (stereo unspecified),1,-7,1,-1,8,3,-4,3
COc1cc(NS(=O)(=O)c2ccc(NC(=O)c3ccc(F)cc3)cc2)ncn1,0,-6,14,0,-1,-5,-1,-1
Cc1nnsc1NC(=O)OCc1ccccc1Cl,-3,2,8,-3,41,2,-1,-11
O=C(Nc1nnc(SCc2ccccc2)s1)c1cccs1,-7,-1,3,-18,-13,-6,-6,-6
O=C(CSc1nnc(-c2cccnc2)n1-c1ccccc1)Nc1ccccn1,-3,-10,5,4,1,-16,-3,-6
CC1=CC(C)(C)[N+](C)(C)c2ccccc21,4,-5,13,-3,2,-2,-2,7
O=C(NCCOc1ccccc1)C(=O)NCC1CCCO1 (stereo unspecified),0,7,8,-3,11,5,2,9
CCc1ccc2n(-c3ccc(OC)cc3)c([S-])c(C(=O)Nc3cc(C)cc(C)c3)[n+]2c1,-10,-14,5,0,1,-1,0,5
Cc1cccc(NC(=O)[C@@H](CC(C)C)NC(=O)[C@@H]2Cc3ccccc3CN2)c1,-12,-3,12,-4,-37,2,4,21
COc1ccc(CN2CCC(C(N)=O)CC2)cc1OCc1ccccc1,1,-9,13,-3,4,-1,0,-15
CCOCC(=O)Nc1nnc(Cc2ccc(OC)c(OC)c2)s1,9,-12,16,-2,2,3,-9,-18
CCOC(=O)C1(Cc2ccccc2C(F)(F)F)CCN(Cc2ccc(COC)o2)CC1,-11,8,6,-3,42,3,-3,4
CCOC(=O)c1ccc(NC(=O)c2nc[nH]c2C(=O)NCCCCCNC(=O)OC(C)(C)C)cc1,12,-26,0,15,5,45*,-7,-24
CCN1C(=O)[C@@H]2[C@@H](c3ccc(SC4CCCCC4)cc3)N3CCCC[C@@]3(C(=O)OC)[C@@H]2C1=O,4,10,15,-6,-3,9,-1,13
O=C(CSc1nc2c(c(=O)n1-c1ccccc1)SCC2)NCC1CCCO1 (stereo unspecified),2,-8,11,4,0,-19,-1,-9
O=S(=O)(c1ccc(SCc2ccccc2)nc1)N1CCCCCC1,-3,1,22,-3,-5,8,3,17
CCCCOC(=O)Nc1ccc(S(=O)(=O)Nc2ncccn2)cc1,-11,-9,2,-3,1,-4,-1,3
CCOc1ncccc1C(=O)OCC(=O)c1cc(OC)ccc1OC,-8,-13,1,0,-4,18,-36,-10
CC1=C(C(=O)OCc2ccccc2)C(c2cccc([N+](=O)[O-])c2)NC(=O)N1CCCCCC(=O)O (stereo unspecified),7,-5,12,5,8,-16,-4,-5
CCN1C(=O)[C@H]2[C@@H](c3ccc(SC4CCCCC4)cc3)N3CCCC[C@@]3(C(=O)OC)[C@H]2C1=O,10,11,17,9,7,1,4,-77
CCCN1C(=O)/C(=C/c2ccco2)SC1=Nc1ccc(OC)cc1,10,15,36,4,-5,0,-7,11
CCOc1ccc(CC(=O)OCN2C(=O)c3ccccc3C2=O)cc1,-4,4,-4,-4,-1,0,-14,14
CCOC(=O)Cc1csc(NC(=O)c2cc(C)on2)n1,5,-6,6,-4,-5,-9,-5,13
CC(=O)Nc1c(Br)cc(N2C(=O)CCC2=O)cc1Br,2,-8,-3,1,0,-4,-9,7
CSc1ccc(/C=N/NC(=O)CNc2ccc3ccccc3c2)cc1,-12,21,-19,0,-7,-10,-9,-7
COc1cccc(C(=O)Nc2nc(-c3ccc(S(=O)(=O)N4CCOCC4)cc3)cs2)c1,-7,-34,10,14,43,-1,-16,-7
NC(=O)CS(=O)(=O)c1nc2ccccc2n1CC(=O)N1CCCCC1,-2,2,14,0,8,-6,-6,-14
O=c1ccc(-c2ccc(S(=O)(=O)Nc3cccc(F)c3)o2)n[nH]1,-1,-6,-11,11,-3,-15,-10,-3
Cc1ccc(C)c(OCCC(=O)Nc2cccc(S(=O)(=O)NC3=NCCCCC3)c2)c1,-1,-15,11,-2,-10,0,-6,9
Cc1ccc(Oc2nsnc2N2CCOCC2)cc1,3,7,-1,-4,8,-14,-1,-2
CCOC(=O)C1CCN(S(=O)(=O)c2cc(Cl)c(C)cc2OC)CC1,6,9,-5,-2,5,5,4,1

# Additional results follow:
SMILES,CXCR6 inh,EBI2 antag,CCR6 antagonist,APJ agonist,Gli-Sufu block,UBC13 inh,ATG4B inhibitor,APJ antag
CCCC1=Nc2cc(C(=O)NCCN3CCOCC3)ccc2Sc2ccccc21,-4,7,15,3,4,4,-5,9
CCOC(=O)C(Cc1ccc(NC(=O)/C(=C/c2ccc(OC(C)=O)cc2)NC(C)=O)cc1)N1C(=O)c2ccccc2C1=O (stereo unspecified),8,-8,-7,0,-3,6,-12,4
O=C(Nc1ccc2[nH]ncc2c1)c1ccccc1Br,3,2,0,-3,-15,14,7,-2
Cc1ccsc1/C=N/NC(=O)c1ccc2nc[nH]c2c1,-4,-20,9,1,-10,3,-4,-20
CC(=O)N1CCN(C(=O)c2ccc3c(c2)OCO3)CC1,-1,-3,-1,-3,4,-3,4,-1
CCCn1cc(CN2CCC(n3nccc3NC(=O)c3ccc4c(c3)OCO4)CC2)c(C)n1,3,7,-1,-5,9,5,-5,-32
CCC(C)c1ccccc1N1CC(C(=O)Nc2ccc(N3CCOCC3)cc2)CC1=O (stereo unspecified),-1,0,-2,0,4,-3,-16,12
COc1cccc(NC(=O)CSc2nc(C3CC3)nc3ccccc23)c1,4,-5,16,0,20,5,-8,14
Cc1ncc([N+](=O)[O-])n1Cc1ccc(Br)cc1,-5,-5,13,-2,-1,-7,6,1
CCCOc1ccc(S(=O)(=O)Nc2ccccn2)c2ccccc12,-3,-8,-8,-3,-15,14,6,6
CC(C)NC(=O)c1ccc(S(=O)(=O)N(C)C)cc1,3,-11,12,-2,-5,-1,3,10
CC(Oc1ccccc1)C(=O)Nc1ccc(C(N)=O)cc1 (stereo unspecified),-3,6,-19,0,52,-7,6,-4

# Reformatted: entries from further up.
# Every second line gives: CXCR6 inh | EBI2 antag | CCR6 antagonist | APJ agonist | Gli-Sufu block | UBC13 inh | ATG4B inhibitor | APJ antag
- O=S(=O)(/N=C(/Nc1ccc(Cl)c(S(=O)(=O)Nc2ccccc2Cl)c1)c1ccc(F)cc1)c1ccccc1
    1&6 | -1&3 | 5&15 | -6 | -1&-7 | -8 | 3&-6 | 15
- COc1ccc(OC)c(NC(=O)C2CCN(c3ncccn3)CC2)c1
    -7 | -8 | 3 | -4 | -4 | 4 | 0 | 20
- O=C(c1cc(-c2ccc(F)cc2)on1)N1CCCC1
    0 | 1 | 9 | -2 | -110 | 7 | 7 | 7
- CCOc1ccccc1-n1c(COc2ccc(C)cc2)nnc1SCC(N)=O
    -6 | -3 | 12 | -1 | 8 | -2 | -9 | 7

# (cont.)
SMILES,CXCR6 inh,EBI2 antag,CCR6 antagonist,APJ agonist,Gli-Sufu block,UBC13 inh,ATG4B inhibitor,APJ antag
COc1ccc(C(CNC(=O)CNC(=O)c2cccc(C)c2)N2CCOCC2)cc1 (stereo unspecified),-4,-3,2,-3,-4,4,-3,2
Cc1cc(NS(=O)(=O)c2ccc(NC(=O)CCCOc3ccc(Cl)cc3)cc2)no1,2,-2,11,3,-7,-11,-13,11
Cc1nn(CC(=O)OCC(=O)c2ccc(OC(F)F)cc2)c(C)c1[N+](=O)[O-],2,1,13,-5,-22,0,1,-2
CCOc1cc(CN2CCCCCC2)ccc1OC,-18,3,0,-1,3,-1,-5,-3
CC1=CCC2C(=O)N(c3ccc4ccccc4n3)C(=O)C2C1 (stereo unspecified),2,1,5,-2,-2,1,-2,7
COC(=O)CSc1cc(SCC(=O)OC)c(C#N)c(SCC(=O)OC)c1,-6,7,-27,4,-2,-8,-6,-7
COc1cccc(C(=O)N2CCN(C3CCCCC3)CC2)c1,-2,9,0,-3,-14,-6,-3,1
